Screens as filed in PubChem BioAssay.
RXFP1 antag: qHTS Assay for Antagonists of the Relaxin Receptor RXFP1; Relaxin receptor 1 (Homo sapiens), Q9HBX9; HEK293-RXFP1, relaxin-stimulated cAMP HTRF, 30 min; hits give low values; activity change, negative = inhibition, % at 57.5 µM; 350,000 tested, 0.59% active; AID 1259400, 2018;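 active = activity change of -60% or lower, but not beyond a set lower limit; inconclusive = change between -60% and -40%, or beyond the set limit; inactive = change above -40%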; also: % is scaled to controls: 0 for no effect and ±100 for the full control effect
D2 PAM: HTS Assay for Positive Allosteric Modulators of the Human D2 Dopamine Receptor: Primary Screen for Potentiators; D(2) dopamine receptor (Homo sapiens), P14416; HEK293 T-REx D2, calcium flux, EC20 dopamine potentiation; potentiation, % at 10 µM; 340,000 tested, 0.34% active; AID 485347, 2010;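 active = potentiation over 3 SD above the plate norm, cut at about 30% in these data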; also: 0% is about no effect
Target sequence (P14416 whole entry, looked up): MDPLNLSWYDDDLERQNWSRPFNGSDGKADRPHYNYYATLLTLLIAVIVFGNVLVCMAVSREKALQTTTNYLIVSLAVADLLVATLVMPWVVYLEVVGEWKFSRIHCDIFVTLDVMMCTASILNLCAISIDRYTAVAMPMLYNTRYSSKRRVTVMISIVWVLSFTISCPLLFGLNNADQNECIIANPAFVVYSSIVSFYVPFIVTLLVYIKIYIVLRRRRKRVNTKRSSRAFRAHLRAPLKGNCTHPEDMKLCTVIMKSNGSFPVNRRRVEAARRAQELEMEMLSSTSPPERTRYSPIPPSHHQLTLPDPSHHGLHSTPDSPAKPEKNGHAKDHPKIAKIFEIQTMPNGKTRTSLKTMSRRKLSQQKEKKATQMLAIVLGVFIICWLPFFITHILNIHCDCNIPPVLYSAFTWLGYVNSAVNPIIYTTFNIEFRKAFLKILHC
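Potentiation of an EC20 dopamine calcium response is measured in a force-coupled, tetracycline-inducible Hek293 Trex D2 line. Compound-only kinetic reads over 180 s flag agonists before dopamine addition.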
D1 PAM: Potentiators of Human D1 Dopamine Receptor: qHTS; D(1A) dopamine receptor (Homo sapiens), P21728; HEK293 TREx D1 cells, calcium flux, dopamine EC20 potentiation; potentiation, % at 10 µM; 360,000 tested, 0.036% active; in the data active = potentiation above about 30%; also: 0% is about no effect
Target sequence (P21728 whole entry, looked up): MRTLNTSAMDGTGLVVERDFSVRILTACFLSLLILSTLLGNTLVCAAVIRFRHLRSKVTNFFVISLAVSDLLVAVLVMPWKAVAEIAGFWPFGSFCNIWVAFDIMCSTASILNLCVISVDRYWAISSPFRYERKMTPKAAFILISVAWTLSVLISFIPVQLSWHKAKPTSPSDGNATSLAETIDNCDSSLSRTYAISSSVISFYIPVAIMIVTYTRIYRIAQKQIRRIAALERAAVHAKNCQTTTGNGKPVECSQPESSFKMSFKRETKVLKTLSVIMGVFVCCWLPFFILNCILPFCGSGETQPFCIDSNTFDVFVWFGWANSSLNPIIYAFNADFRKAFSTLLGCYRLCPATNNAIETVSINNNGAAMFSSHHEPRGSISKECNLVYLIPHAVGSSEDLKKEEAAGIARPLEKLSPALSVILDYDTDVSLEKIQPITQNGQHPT
Vif-A3G inh: qHTS for Inhibitors of Vif-A3G Interactions: qHTS. DNA dC->dU-editing enzyme APOBEC-3G (Homo sapiens), Q9HC16. HeLa A3G-eYFP + Vif (tagged APOBEC3G with the HIV-1 protein that degrades it), YFP fluorescence, overnight. Potency, µM (series often up to 46.1 µM), for inactives: at the highest dose activity, negative = active, hits mostly inhibitors. 410,000 tested, 0.076% active;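 also: potency is read from the fitted curve at half-maximal effect; % is scaled to controls: 0 for no effect and ±100 for the full control effect; nearly all actives have a fitted effect of over 60% in size; hits raise eYFP signal because A3G escapes Vif-driven loss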
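Read-out is eYFP fluorescence (Ex 488/Em 500-530) from Vif-expressing HeLa A3G-eYFP cells; more signal means A3G escaped Vif-mediated degradation. Cells plated overnight, compound pinned in, incubated overnight at 37 deg C.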
Glioma ERSR ind: qHTS for Inducers of the Endoplasmic Reticulum Stress Response (ERSR) in Human Glioma: qHTS | U87-MG GRP78 promoter luciferase reporter, 16 h | Potency, µM, inactives show at the top dose activation, usual class: activators | 420,000 tested, 0.02% active | AID 602332, 2012; also: potency is read from the fitted curve at half-maximal effect; series mostly up to about 76 µM; % of control where 0% means no effect; nearly all actives have a fitted effect of over 35% in size
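ERSR induction read as luciferase luminescence (Bright-Glo, 10 min at room temperature) in stably transfected human U87-MG glioma cells exposed to compounds for 16 h, using GRP78 as sensor.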
D1 ag: Allosteric Agonists of the Human D1 Dopamine Receptor: qHTS; D(1A) dopamine receptor (Homo sapiens), P21728; activation, % at 2 µM; 360,000 tested, 1% active; HEK293 T-REx D1 cells, calcium flux, agonist mode; AID 504660, 2011; in the data active = activation above about 30%; also: 0% is about no effect
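Agonism was scored from calcium flux recorded over 180 s (1 read/s) after pintool compound addition, following a 10-cycle baseline. Cells were inducible force-coupled HEK293 TREx D1, plated overnight at 30 C and loaded with no-wash calcium dye.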
Vif-APOBEC3F blk: qHTS for Inhibitors of Vif-A3F Interactions: qHTS; 390,000 tested, 0.2% active; AID 602313, 2012; HeLa A3F-eYFP + Vif (tagged APOBEC3F with the HIV-1 protein that degrades it), YFP fluorescence increase; Potency, µM (doses to about 46.1 µM), for the others: at the top dose activity, negative = active; also: potency is read from the fitted curve at half-maximal effect; % of control where 0% means no effect; nearly all actives have a fitted effect of over 65% in size
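HeLa cells stably expressing A3F-eYFP plus Vif, plated and incubated overnight at 37 deg C, then exposed to compounds overnight at 37 deg C. Blocked degradation read as raised yellow fluorescence (Ex 488/Em 500-530).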
RXFP1 agonist: qHTS Assay for Agonists of the Relaxin Receptor RXFP1. HEK293T-RXFP1 cAMP TR-FRET, 30 min; response scale: percent of porcine relaxin response, buffer zero. Potency, µM (highest dose often 57.5 µM), for inactives: at the top dose activation, hits mostly activators. 370,000 tested, 0.3% active. AID 2676, 2010; also: potency is read from the fitted curve at half-maximal effect; % is scaled to controls: 0 for no effect and ±100 for the full control effect; nearly all actives have a fitted effect of over 60% in size; many of its hits are not listed in these tables
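Agonist response is measured as cAMP accumulation in an RXFP1-transfected HEK293T line under PDE4 inhibition. Values are scaled between buffer-only and 29 nM porcine relaxin, and EC50s come from standard Hill equation fits.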
D1 antag: Antagonist of Human D 1 Dopamine Receptor: qHTS | HEK293 TREx D1 cells, calcium flux, dopamine EC80; hits give low values | activity change, negative = inhibition, % at 10 µM | D(1A) dopamine receptor (Homo sapiens), P21728 | 360,000 tested, 3.2% active | AID 504652, 2011; in the data active = activity change below about -30%; also: % is scaled to controls: 0 for no effect and ±100 for the full control effect
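Kinetic fluorescence of a calcium dye serves as the read-out. D1-expressing Hek293 Trex cells, induced overnight at 30 C, are exposed to compound for 180 s before an EC80 dopamine addition, then read 180 s further.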
Active calls of the source: *; ? = inconclusive; . = no result given; & = joins results of further samples. Unless noted, calls follow the shape of the dose curve; as a rule, active = well fitted curve in the direction sought with a large enough effect; inconclusive = small, poorly fitted or top-dose-only effect, or another doubt; inactive = no such curve, though single readings can be large; an effect the other way counts as inactive or inconclusive.

Results follow in this order: RXFP1 antag	D2 PAM	D1 PAM	Vif-A3G inh	Glioma ERSR ind	D1 ag	Vif-APOBEC3F blk	RXFP1 agonist	D1 antag
> Cc1ccc(C2=NN(C(=O)CCl)C(c3ccco3)C2)o1 (configuration not stated)
→ -11.9	-6.3	-5.4	?	-13.9%	-1.3	8.3%	-1.2%	5.8
> COc1ccccc1-c1sc2ccccc2c1-c1ccc2c(c1)OCO2
→ .	-2.0	5.4	-0.9%	-1.1%	1.7	-3.8%	4.5%	-3.5
> CC(C)(C)C1(C)OC(C(=O)NC2CCCCC2)C(C(=O)NC2CCCCC2)O1 (configuration not stated)
→ 1.5	-7.4	1.9	0.5%	-3.1%	6.0	3.2%	-1.5%	8.6
> CCCOc1ccc(C2c3c(oc4ccc(F)cc4c3=O)C(=O)N2CCc2ccc(OC)cc2)cc1 (configuration not stated)
→ -9.3	5.7	1.4	0.0%	-1.7%	-0.6	-1.6%	0.8%	5.4
> CCOC(=O)CC(NC(=O)C(CC)c1ccccc1)c1ccccc1Cl (configuration not stated)
→ 1.7	1.7	-0.8	-3.8%	-3.7%	0.4	-16.6%	0.2%	0.8
> N#Cc1cc([N+](=O)[O-])cnc1Nc1ccccc1
→ 8.1	-1.2	-3.1	-1.7%	-5.0%	1.1	0.7%	5.2%	10.9
> COc1cc(C2c3c(-c4cc(Cl)c(C)cc4O)n[nH]c3C(=O)N2Cc2cccnc2)ccc1O (configuration not stated)
→ 12.8	15.3	-1.2	-17.5%	-2.7%	1.1	1.2%	14.6%	3.1
> CC(C)(C)C(=O)NCc1ccc(C(=O)CSc2nnc(C3CC3)n2C2CC2)s1
→ 1.1	2.2	2.0	-0.4%	-5.5%	1.8	2.2%	0.6%	4.2
> Cc1ccc(S(=O)(=O)CCCS(=O)(=O)c2ccc(C)cc2)cc1
→ 6.9	-12.6	-5.7	-0.7%	-5.9%	1.1	3.6%	1.2%	5.6
> Cc1ccc(-c2cc3c(N=O)c4ccccc4c-3n[nH]2)cc1
→ -11.1	.	-6.0	-1.9%	-9.8%	0.7	7.0%	2.1%	-14.5
> CC(=O)Nc1ccc(NC(=O)C2CCN(S(=O)(=O)c3ccc4c(c3)OCCO4)CC2)cc1
→ -1.7	1.1	1.0	2.9%	-4.7%	0.4	4.2%	0.1%	-2.1
> O=C(CN(c1cccc(C(F)(F)F)c1)S(=O)(=O)c1ccc(Cl)c([N+](=O)[O-])c1)NCc1ccccc1
→ .	-19.7	-8.9	1.7%	6.5%	4.7	1.7%	-2.7%	-30.8*
> COc1ccc(NC(=O)CCc2c(C)nc3cc(-c4cccc(F)c4)nn3c2C)cc1Cl
→ .	-15.2	-6.8	2.5%	-8.9%	0.4	3.3%	1.6%	-23.0
> Cc1nn(-c2cccc(Cl)c2)c2nc(C(F)(F)F)[nH]c(=O)c12
→ -1.3	11.9	-3.9	-1.3%	-1.1%	12.1	-1.4%	-0.6%	-4.3
> CCN(CC(=O)Nc1c(F)cccc1F)C(=O)CCOc1ccc(C)cc1
→ 3.5	-0.9	10.9	-0.2%	-2.7%	0.2	8.2%	0.1%	-2.0
> Cc1c(C(=O)N2CCC[C@H]2C(N)=O)oc2c(F)cccc12
→ -2.8	-0.1	-0.1	-3.6%	4.1%	-0.1	0.1%	0.0%	-3.2
> COc1cc(NC(=O)c2nn(-c3ccc(C)cc3)c(=O)c3c2c2ccccc2n3C)cc(OC)c1OC
→ 0.2	-2.8	0.6	.	.	-1.0	.	3.9%	-20.1
> CC12CCC(=O)N1C(C(=O)Nc1ccccc1F)CS2 (configuration not stated)
→ -0.8	4.3	4.8	4.5%	1.1%	-0.6	-10.4%	1.0%	6.5
> CCc1ccccc1NC(=S)N(CCN(C)C)Cc1cccs1
→ -6.9	-10.5	-1.2	-2.9%	-6.0%	6.6	5.1%	1.2%	-7.4
> Cc1cc(C)c(OCCCCN2CCC(C)CC2)c(Br)c1
→ -9.2	-18.7	-6.0	4.7%	-5.1%	4.1	12.8%	-1.8%	-11.5
> Cc1csc(=O)n1CC(=O)OCC(=O)Nc1cc([N+](=O)[O-])ccc1Cl
→ 2.3	-11.4	-2.8	1.7%	-2.9%	4.4	-17.2%	-1.2%	6.5
> O=C(COC(=O)Cc1cccc(C(F)(F)F)c1)Nc1ccccc1
→ -17.4	-8.5	-7.1	-3.7%	-3.7%	6.0	-0.5%	0.2%	-9.4
> Cc1ccc(C(C)C)cc1-n1nnc(-c2cccc(Cc3ccc4ccccc4c3)c2)c1C(C)O (configuration not stated)
→ -5.4	.	.	2.2%	-1.3%	.	1.7%	.	.
> CCOc1ccccc1CN1CCN(Cc2ccc3cc(F)ccc3n2)CC1CCO (configuration not stated)
→ 1.5	2.8	-3.8	-6.0%	-1.8%	0.1	-5.2%	-0.2%	-29.4
> C=CCOn1c(=O)c(-c2cc3ccccc3o2)[n+]([O-])c2ccccc21
→ -10.0	23.4	-1.5	-1.2%	-2.7%	5.5	-5.5%	3.0%	8.5
> Cc1ccc(OCC(=O)Oc2ccccc2[N+](=O)[O-])cc1
→ -0.4	.	.	-0.6%	-0.5%	.	0.9%	.	.
> CC(C)N(Cc1ccccc1)C(=O)CN1C(=O)c2ccccc2C1=O
→ 4.3	-8.1	3.9	-7.4%	-3.6%	-1.3	-1.3%	3.1%	2.3
> CCN(c1ccccc1)S(=O)(=O)c1cccc(C(=O)NCc2cccnc2)c1
→ -2.7	-21.1	4.0	-1.2%	-2.6%	8.3	-5.3%	-0.1%	2.1
> CN1CCCCCC1=Nc1ccccc1C#N
→ -9.0	1.6	1.4	-4.1%	-1.5%	1.0	1.6%	-1.4%	14.1
> O=C(/C=C/c1cccc(F)c1)NNC(=O)c1ccncc1
→ -7.8	-3.8	3.3	2.5%	-4.3%	0.8	2.0%	0.5%	8.4
> Cc1nc(CC(=O)N/N=C/c2ccc(OCC(=O)O)cc2)cs1
→ 3.6	-2.5	-4.0	5.6%	4.0%	0.4	4.0%	-2.0%	24.3
> Cc1cc(C)nc(NNS(=O)(=O)c2ccc(Cl)cc2)n1
→ -6.1	.	.	3.9%	-2.9%	.	-5.6%	.	.
> CN(Cc1ccc(Cl)s1)C(=O)CN1C(=O)N(C)C2(CCCCC2)C1=O
→ -13.9	13.4	5.3	0.1%	1.4%	0.7	2.8%	0.1%	5.9
> Cc1ccc2[nH]c(CSc3nnc(NC(=O)COc4ccccc4)s3)cc(=O)c2c1
→ -13.2	16.0	-4.7	-4.4%	-3.2%	0.4	1.7%	1.7%	-4.8
> Cc1nc2ncnn2c(C)c1CCC(=O)NC(C)c1ccc2c(c1)OCCO2 (configuration not stated)
→ -14.5	.	.	1.1%	-3.7%	.	-8.3%	0.4%	.
> Nc1nn2cc(-c3ccc(Br)cc3)nc2c2ccccc12
→ -11.8	-6.0	3.6	-27.5%	8.4%	0.6	-16.0%	-0.9%	-3.7
> COCCN1C(=O)C(=O)/C(=C(/O)c2ccc(S(=O)(=O)N3CCCCC3)cc2)C1c1ccc(OC)c(OC)c1 (configuration not stated)
→ 9.3	0.1	-3.0	1.6%	-5.3%	4.6	10.5%	-1.5%	-12.3
> COc1cccc(N2CCN(S(=O)(=O)c3c(C)[nH]c(C)c3C(=O)N3CCCCC3)CC2)c1
→ 7.9	0.5	-2.2	-5.5%	-5.7%	-0.9	-11.7%	-0.3%	-26.6
> Cc1nc(SCC(=O)NCc2ccco2)c2c(=O)n(C)c(=O)n(CC(C)C)c2n1
→ .	9.6	0.2	.	.	1.6	.	5.6%	-6.3
> CCOC(=O)c1cc(COc2cc(Cl)cc(Cl)c2)on1
→ -9.6	-6.7	-1.0	0.4%	-3.5%	7.3	6.5%	-1.5%	2.3
> Cc1cccc2c(C(=O)n3cccn3)cc(-c3ccccc3Cl)nc12
→ 7.5	-1.5	-7.8	-4.8%	-4.6%	1.2	0.0%	5.6%	10.4
> Cc1ccc(-c2cc(C(=O)Nc3c(C)n(C)n(-c4ccccc4)c3=O)[nH]n2)c(O)c1
→ 5.1	5.3	-2.2	7.2%	-5.2%	1.1	-0.2%	3.4%	5.7
> c1ccc2c(c1)nnn2-c1ncnc2sc3c(c12)CCCC3
→ -6.4	11.1	-1.3	-6.0%	-3.9%	-0.3	-0.3%	-1.5%	-5.2
> CSCCC(NS(=O)(=O)c1ccc2c(c1)oc(=O)n2C)C(=O)N1CCN(c2cc(Cl)ccc2C)CC1 (configuration not stated)
→ -38.4	-13.5	-0.1	-2.4%	-3.6%	1.6	-3.2%	0.3%	-8.9
> Cc1cc2c(ncn2C)c(NS(=O)(=O)c2ccc(Cl)cc2)c1C
→ 0.6	-3.1	-4.5	-1.8%	0.5%	0.9	-7.1%	0.3%	-4.1
> O=C(c1ccc2c(=O)n(CCc3ccccc3)c(=O)[nH]c2c1)N1CCN(c2ccc(F)cc2)CC1
→ -9.8	-5.8&15.7	-5.2&0.3	2.2%&0.9%	-0.1%&0.0%	3.0&1.8	-13.3%&-10.0%	-2.7%&0.4%	-7.5&-4.7
> O=[N+]([O-])c1cccc(-c2cnc3ccccc3n2)c1
→ -0.4	3.3	3.5	2.1%	2.7%	0.4	1.6%	1.3%	4.0
> COc1cc(-c2cc3n(C)c(C)c(CCC(=O)O)c(=O)n3n2)cc(OC)c1OC
→ .	5.1	5.8	-6.4%	-2.9%	-0.4	-3.9%	7.1%	-18.7

Not all compounds are listed; rates above refer to the full screens.
